sEH inhibitor: soluble epoxide hydrolase inhibitors, primary screen, biochemical, human sEH; AID 707, 2007; 91,000 tested, 0.34% active; inhibition, % at 2 µM; recombinant human sEH enzymatic activity assay; Bifunctional epoxide hydrolase 2 (Homo sapiens), P34913; in the data active means inhibition above about 80%; further: values of inactives mirror those of a sister screen read the other way; many of its hits are not listed in these tables
Target sequence (P34913 whole entry, looked up): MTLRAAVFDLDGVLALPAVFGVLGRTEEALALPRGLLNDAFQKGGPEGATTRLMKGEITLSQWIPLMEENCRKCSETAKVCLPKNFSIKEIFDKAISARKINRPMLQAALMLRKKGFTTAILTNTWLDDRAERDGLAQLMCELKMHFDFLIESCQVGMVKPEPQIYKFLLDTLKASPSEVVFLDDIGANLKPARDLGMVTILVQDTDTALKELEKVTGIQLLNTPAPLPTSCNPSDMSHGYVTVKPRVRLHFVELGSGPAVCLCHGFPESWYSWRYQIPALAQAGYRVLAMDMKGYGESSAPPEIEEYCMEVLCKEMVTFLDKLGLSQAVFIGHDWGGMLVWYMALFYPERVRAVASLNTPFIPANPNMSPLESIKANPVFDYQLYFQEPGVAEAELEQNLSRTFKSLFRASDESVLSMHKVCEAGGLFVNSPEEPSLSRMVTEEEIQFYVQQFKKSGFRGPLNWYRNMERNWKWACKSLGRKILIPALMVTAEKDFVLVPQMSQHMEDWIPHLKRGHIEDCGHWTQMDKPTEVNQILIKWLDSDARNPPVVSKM
Ecoli WT expand: growth inhibitors of wild-type E. coli, primary screen, strain BW25113, expanded library, OD600; 98,000 tested, 0.15% active; OD600 absorbance; growth inhibition, % at 100 µM;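 active means growth inhibition above about 50% at one test dose, limit read from the data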;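 further: growth measured after 20 h incubation at 37 °C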
PLK1 inh: human PLK1 kinase inhibitors, primary screen, biochemical, TR-FRET; Serine/threonine-protein kinase PLK1 (Homo sapiens), P53350; recombinant PLK1 kinase, TR-FRET peptide phosphorylation; inhibition, % at 10 µM; 97,000 tested, 0.53% active;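 active means inhibition of 50% or more in the single-concentration screen; inactive means inhibition below 50%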;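 further: 0% = DMSO max control and 100% = H-89 dihydrochloride min control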
IL1B cytotox: cytotoxicity in IL-1B stimulated HUVEC, primary screen, cytotoxicity control for IL-1B NFkB translocation project, imaging, Hoechst nuclear count, IL-1B stimulus; HUVEC cell count loss; cell count reduction, % at 2 µM; 94,000 tested, 0.41% active; AID 845, 2007;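 active means cell count reduction more than 3 SD above the screen-wide mean, cut at about 70% in these data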;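 further: normalized per plate to untreated control cells as the no-loss baseline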
DAT uptake mod: changed hDAT dopamine uptake under cocaine IC80, either direction, primary screen, cocaine antagonist project, cell-based, LLC-PK1 hDAT, [14C]-dopamine uptake, MLSMR; Sodium-dependent dopamine transporter (Homo sapiens), Q01959; LLC-PK1 hDAT cells, [14C]-dopamine uptake with cocaine IC80; actives deviate in either direction; B-score at 10 µM; 110,000 tested, 1.3% active; AID 449768, 2010;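 active means Z score or B-score, a plate-position-corrected score, falls beyond the plate's 99.7% confidence bounds, in either direction; inactive means both scores lie inside the 99.7% bounds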;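 further: scored against the spread of the other compound wells on the same plate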
cytoskel mod: modifiers of F-actin cytoskeleton organization, primary screen, imaging, HUVEC, phalloidin staining, high-content imaging; HUVEC TNFa F-actin phalloidin imaging; inhibition, % at 2 µM; 91,000 tested, 0.18% active;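 active means inhibition above the batch mean plus 3 SD and confirmed as a hit by visual image inspection, cut at about 30% in these data, passing the limit was not always enough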; further: strong numbers were not always called active
VCAM1 TNFa inh: inhibitors of TNFa-induced VCAM1 expression, primary screen, imaging, HUVEC, TNFa stimulus, immunofluorescence. inhibition, % at 2 µM. 95,000 tested, 0.48% active. AID 802, 2007. HUVEC TNFa-induced VCAM-1 immunofluorescence, high-content imaging;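 active means inhibition above the batch mean plus 3 SD, with images confirmed as a hit by eye, cut at about 37% in these data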;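 further: 0% = TNF-stimulated DMSO wells and 100% = unstimulated control wells; not every result past the cut was called active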
PLK1 PBD inh: Plk1 polo box domain binding inhibitors, primary screen, biochemical, fluorescence polarization; Serine/threonine-protein kinase PLK1 (Homo sapiens), P53350; Plk1 PBD phosphopeptide binding; inhibition, %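 (tested at about 20 µM)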; 97,000 tested, 0.13% active; in the data active means inhibition above about 34%, passing the limit was not always enough
HUVEC tox TNFa: cytotoxicity in TNFa-stimulated HUVEC, primary screen, cytotoxicity control for VCAM1 expression modulator project, imaging, Hoechst nuclei count; HUVEC TNFalpha-stimulated, Hoechst cell count; cell count reduction, % at 2 µM; 93,000 tested, 0.17% active;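 active means cell count reduction exceeding the screen mean by over 5 SD, scaled to untreated wells per plate, cut at about 78% in these data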;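 further: cells counted after 24 h of TNF alpha exposure following the 1 h pretreatment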
* marks the source's active call; other numbers are inactive results; . = no result given.

Values run as follows: sEH inhibitor, Ecoli WT expand, PLK1 inh, IL1B cytotox, DAT uptake mod, cytoskel mod, VCAM1 TNFa inh, PLK1 PBD inh, HUVEC tox TNFa
[1] O=C(COC(=O)c1ccccc1SCC(=O)NC1CCCCC1)NC1CCCCC1
    53, -4, -40, 1, 0.6, 13, -10, 45, -4
[2] C=CCn1cc(C(=O)NCCOC)c(=O)c2cc(S(=O)(=O)N(CC)CC)ccc21
    4, 6, -9, -7, 1.8, -2, 15, -24, 3
[3] COc1ccc(CN(CC2CCCO2)C(=O)CN2C(=O)C(C)Oc3ccc(C)cc32)cc1OC (stereo unspecified)
    5, ., -18, 14, 2.3, 11, -1, -3, -14
[4] CCOC(=O)c1oc2ccccc2c1NC(=O)c1ccc(Cl)s1
    ., -5, -6, 7, -2.4*, -23, 17, -5, 12
[5] CC1(C)CC(=O)C2=C(C1)N(c1ccccc1)C(N)=C(C#N)C2c1ccsc1 (stereo unspecified)
    -18, 11, -4, -9, -0.022, ., 6, 3, 10
[6] CC(O)(CS(=O)(=O)Cc1ccccc1Cl)C(=O)Nc1cccc(C(F)(F)F)c1 (stereo unspecified)
    -6, 5, 5, -26, -1.8, 1, 1, -2, -8
[7] Cc1ccc(NC(=S)C2=C(O)c3sccc3N(C)S2(=O)=O)cc1
    3, -10, -8, -3, -0.31, -7, 7, 1, .
[8] Cc1c(NC(=O)CCCOc2ccccc2)cccc1[N+](=O)[O-]
    12, -7, -19, 19, -0.49, 0, 5, 7, 16
[9] O=C(NCc1ccco1)c1ccccc1-c1ccc(C(F)(F)F)cc1
    11, 4, -15, 1, -0.68, -12, 20, 6, 8
[10] Cc1ccc(-c2nnn(CC(=O)NCC3CC3)n2)o1
    -4, 10, -12, 11, ., -6, -6, -24, -2
[11] Cc1cc(=O)oc2cc(OCC3CC(c4ccccc4Cl)=NO3)ccc12 (stereo unspecified)
    -3, 0, -9, 8, 0.24, 23, 60*, -1, 61
[12] CC(C)(C)NC(=O)CSc1nc(O)cc(=O)n1-c1ccccc1F
    ., -7, -16, -28, 0.69, -8, -5, -17, -6
[13] CC(NC(=O)c1noc2c1CCCCC2)c1ccccc1 (stereo unspecified)
    -1, 6, -7, -23, 0.12, 7, 3, 1, -11
[14] Cc1ccnc(NS(=O)(=O)c2ccc(Oc3ccccc3)cc2)c1
    -1, 2, -39, 16, -0.09, 19, -1, 9, 13
[15] CCNC(=O)c1nc[nH]c1C(=O)NCC
    0, -1, -6, -6, 0.16, 56, 0, -7, -20
[16] N#Cc1c(NC(=O)COC(=O)c2ccc(F)cc2)sc2c1CCC2
    -6, -2, -9, -12, -1.2, -21, -4, -16, 7
[17] COC(=O)Cc1n[nH]c(=O)c2ccccc12
    2, 9, -12, -13, -0.039, 13, -4, 15, -8
[18] Cc1c(C(c2ccc([N+](=O)[O-])cc2)c2c(C)n(C)n(-c3ccccc3)c2=O)c(=O)n(-c2ccccc2)n1C
    -3, -2, -13, 3, -0.83, 9, 6, -13, -7
[19] CCOC(=O)C1=C(c2ccccc2)O/C(=C(/C(=O)OC)C(F)(F)F)S1
    -20, -4, -37, -94, -0.14, -13, 18, -34, -2
[20] O=c1[nH]c(SCc2ccc(F)cc2)nc2c1cnn2-c1ccc(F)cc1
    8, ., -4, -44, -0.14, 6, 6, 13, -22
[21] CSc1ncccc1C(=O)OCC(=O)c1cc2ccccc2o1
    1, 2, 2, -50, -0.013, ., 7, -15, -27
[22] Cc1c(Br)cc(C(=O)N2CCCC2)c(C)c1C
    5, 5, -16, -23, ., 14, 2, -20, -21
[23] Cc1c(Cl)cccc1NC(=O)CSc1nnc(CCNC(=O)OC(C)(C)C)o1
    -11, -3, 18, -26, 0.06, 7, 5, 5, -13
[24] CCN(C(=O)CSc1nc2ccccc2n1CCc1ccccc1)C1CCS(=O)(=O)C1 (stereo unspecified)
    4, 5, -7, 10, 1.2, -13, 0, 27, -2
[25] CCOc1c(S(=O)(=O)N2CCCC2)ccc(Cl)c1Cl
    3, -1, -13, 6, 0.41, 8, 12, -5, -18
[26] COc1cccc(-n2c(C)c(C(C)=O)c(C(C)=O)c2C)c1
    4, 6, -11, -4, -1.2, -9, 5, -19, -12
[27] CCCCN(C)CCCNC(=O)C1CC(=O)N(Cc2ccc(OC)cc2)C1 (stereo unspecified)
    0, 4, -1, -68, 1, -8, 8, 4, -6
[28] CCCn1c(SCC(=O)Nc2cc(C)on2)nc2c1c(=O)n(C)c(=O)n2C
    -6, ., -14, -4, -0.56, 13, 6, -6, -21
[29] CC(OC(=O)c1cccs1)C(=O)NCc1ccco1 (stereo unspecified)
    8, 2, -4, -3, -0.89, 10, -4, -34, -22
[30] COc1cccc(-n2c(C)nc3c(cnn3-c3ccc(Cl)cc3)c2=O)c1
    5, 0, -15, -8, 0.025, -8, 7, 26, -8
[31] Cc1ccc(-c2noc(CCC(=O)Nc3ccc(C)cn3)n2)cc1
    -7, -4, -16, -14, 0.86, 0, 8, -13, -10
[32] COc1cccc(NC(=O)C2CCN(S(C)(=O)=O)CC2)c1
    4, 1, -9, -8, -0.065, 0, 0, 20, 6
[33] Cc1noc(C)c1S(=O)(=O)NC1CCCc2ccccc21 (stereo unspecified)
    ., 9, -14, 8, -0.94, -25, 14, 11, -17
[34] CCOC(=O)N1CCC(NC(=O)c2ccc(CS(=O)(=O)c3ccc(OC)cc3)o2)CC1
    -10, 5, -16, -28, -0.88, 27, 85*, -22, -32
[35] O=c1[nH]c2ccccc2n1Cc1ccc(Cl)cc1
    -19, 19, -4, 9, -0.58, 3, -5, 11, -13
[36] COc1cccc(C(=O)Nc2ccc(NC(C)=O)cc2)c1
    -12, -2, -10, -16, 0.58, 6, 0, -4, -9
[37] CC(C)(C)n1cnc2cc(NS(=O)(=O)c3ccc(Br)cc3)ccc21
    2, 4, -23, 7, -0.086, -5, 7, -3, -14
[38] Cc1cccc2cc(CN(C(=O)c3cnccn3)C3CCCCC3)c(Cl)nc12
    5, -6, -10, -42, 0.57, -2, 14, -26, -3
[39] CCOc1ccc(C(=O)CSc2nnc(N)s2)cc1
    ., 2, -5, -5, -0.069, -13, -4, 6, 2
[40] CCOC(=O)/C(N=Nc1ccc(F)cc1)=C(/O)c1ccc([N+](=O)[O-])cc1
    8, -9, -13, 8, 0.19, 21, 5, -8, -24
[41] CCCCCCCCCOC(=O)C(CC(=O)O)N1CCOCC1 (stereo unspecified)
    -8, -4, -4, -29, -1.6, 0, -1, 11, 6
[42] Cc1cc(-c2ccccc2C(=O)O)on1
    ., 1, -7, -10, -0.85, -2, 28, 17, 0
[43] CCOC(=O)NC(=O)CSc1nc2ccc(OCC)cc2[nH]1
    -7, 2, -7, -14, -0.033, 10, -12, 2, -22
[44] Cn1cccc1CNC(=O)Nc1ccccc1
    11, 13, -5, ., -0.057, -3, 10, -2, -5
[45] Cc1c(C(=O)OC(C)C)[nH]c2c1C(=O)CC(C)(C)C2
    2, 8, -9, 87*, -0.33, -6, 4, -3, -6
[46] CCN(Cc1ccccc1)C(c1cc2ccc(C)cc2[nH]c1=O)c1nnnn1CCOC (stereo unspecified)
    0, 17, -11, 9, 0.78, -19, -13, -27, -11
[47] O=C(Nc1ccc(NC(=O)c2ccc(S(=O)(=O)c3ccccc3)cc2)cc1)c1ccccc1
    -6, -5, -9, -27, ., 17, 14, -5, -7
[48] CCOC(=O)N1CCN(C(=O)CCN2C(=O)COc3ccc(C)cc32)CC1
    15, -2, -15, -13, -0.022, -8, 2, 2, 6
[49] CCc1sc(C(=O)NC)cc1Br
    7, 5, -11, -22, -0.8, 4, -4, -1, 17
[50] Cc1cnc(C(=O)Nc2ccc(N3CCOCC3)cc2)cn1
    12, -11, -13, -10, -0.24, 33, 12, 0, -24
[51] COCCCNC(=O)c1cc2c(=O)n(C)c3ccccc3c2n1C
    ., 5, -2, -3, -0.22, -9, 11, 17, -27
[52] COC(=O)C1=C(C)N(Cc2ccc(OC)cc2)C(=O)C1
    ., 2, -10, ., -0.12, ., ., 0, .
[53] O=C(CNC(=O)c1ccco1)NCC(=O)OCc1ccc(Cl)cc1
    6, 3, -3, -21, 1, 4, 0, 2, -2
[54] CC1C(=O)C(C)C(c2cccs2)NC1c1cccs1 (stereo unspecified)
    0, 6, -7, -10, -0.23, -28, -7, 18, 9
[55] CCOC(=O)C1=NN(c2ccccc2)C2=NC(C)=C(C(=O)OC)C(c3cccs3)N12 (stereo unspecified)
    -4, ., -12, 7, -0.65, -6, 15, -34, -21
[56] CCC(CC)C(=O)Nc1cc(C(=O)OC)cc(C(=O)OC)c1
    7, -7, 4, -6, -0.0066, -2, -8, -7, -2
[57] Cc1ccsc1C1NC(=O)c2ccccc2N1 (stereo unspecified)
    1, 11, -10, -6, 0.49, 3, 7, -2, -2
[58] Cc1ccc(C2N(c3ccc(Cl)c(Cl)c3)C(=O)C3CCCN32)o1 (stereo unspecified)
    -7, 21, 4, -5, 0.29, -24, -12, -23, 1
[59] COc1ccc(-c2noc(CN3CCCCC3)n2)cc1OC
    11, 5, -5, -30, 0.5, 0, 2, 1, 0
[60] O=C(OC(C(=O)NCc1cccs1)c1ccccc1F)c1ccco1 (stereo unspecified)
    1, ., -1, -9, 0.94, 3, 8, -10, -4
[61] Cc1cccc(Nc2ncnc3nc[nH]c23)c1
    -3, 1, 76*, 25, 0.79, 7, -19, 9, 46
[62] Cc1cccc(NC(=O)c2ccc(COc3ccc(Cl)cc3Cl)o2)n1
    -8, -6, -1, 27, -0.84, ., 2, 1, 20
[63] COCCOc1ccc(C(F)(F)F)cc1NC(=O)COC(=O)c1c(C)noc1C
    4, 7, 6, -37, 1, -24, ., -13, .

Record cards, as listed above.
CCOc1c(S(=O)(=O)N2CCCC2)ccc(Cl)c1Cl reads sEH inhibitor: 3; Ecoli WT expand: -1; PLK1 inh: -13; IL1B cytotox: 6; DAT uptake mod: 0.41; cytoskel mod: 8; VCAM1 TNFa inh: 12; PLK1 PBD inh: -5; HUVEC tox TNFa: -18
O=C(Nc1ccc(NC(=O)c2ccc(S(=O)(=O)c3ccccc3)cc2)cc1)c1ccccc1 reads sEH inhibitor: -6; Ecoli WT expand: -5; PLK1 inh: -9; IL1B cytotox: -27; DAT uptake mod: .; cytoskel mod: 17; VCAM1 TNFa inh: 14; PLK1 PBD inh: -5; HUVEC tox TNFa: -7
